NOD1 inhibition: NOD1 signaling inhibitors, primary screen, cell-based, luminescence, uHTS (AID 1578); one-dose inhibition, % at 4 µM; EC50 in µM for titrated hits; actives 1% (n = 290,000); NOD1-driven NF-kB luciferase reporter cells, luminescence; higher % means a stronger effect; in the data active = inhibition mostly above about 36%, no sharp cut-off; inactive = mostly below about 34%;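 note: HEK-293T reporter cells stimulated with the NOD1 agonist gamma-tri-DAP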
NOD2 inhibition: NOD2 signaling inhibitors, cell-based, luminescence, uHTS, HEK293 (AID 1566); actives 0.63% (n = 290,000); inhibition, % at 4 µM; hits with a dose series show EC50 in µM; HEK293 NOD2/NF-kB luciferase reporter, luminescence; higher % means a stronger effect; in the data active = inhibition above about 50%; note: many of its hits are not listed in these tables
The depositor's hits bear a star. The list is partial; rates above refer to the full screens.

NOD1 inhibition	NOD2 inhibition	SMILES
-5%	8%	Cc1ccc(C)c(OCc2cc(C(=O)N(C)Cc3nccn3C)no2)c1
-26%	0%	COc1ccccc1NC(=O)c1sc(Cl)nc1C
-28%	-5%	Cc1ccc(C)c(N2CCN(S(=O)(=O)c3cc4c(cc3Cl)NC(=O)CO4)CC2)c1
-8%	11%	COCCCNc1nc2c(c(=O)n(Cc3ccc(F)cc3)c(=O)n2C)n1C
-25%	6%	COc1cccc(CN(C)C(=O)c2ccc(NS(=O)(=O)c3ccc4[nH]c(=O)[nH]c4c3)cc2)c1OC
22%	3%	Cc1cc(C#Cc2c(-c3ccccc3)n(C)c3ccccc23)ccc1F
-12%	32%	CCOC(=O)C1CCN(C(=O)c2ccc3c(=O)n4nc(Nc5cc(C)ccc5C)sc4nc3c2)CC1
-25%	-8%	CCc1nnc(NC(=O)CCS(=O)(=O)Cc2ccccc2)s1
-14%	7%	O=C(CCc1c[nH]c2ccccc12)Nc1ncccc1O
-40%	-5%	Cc1ccc(C(=O)Nc2ccc(NC(=O)c3ccco3)c(C)c2)cc1
-5%	12%	COc1ccc(N2CCN(CCNC(=O)Nc3ccc(C)cc3Cl)CC2)cc1
-5%	-3%	O=C1/C(=C/c2ccc([N+](=O)[O-])cc2)CCC1C1CCCC1 (centres undefined)
-19%	17%	CCC1=Nc2cc(C(=O)NCCCN3CCN(C)CC3)ccc2Sc2ccccc21
-19%	17%	CCC(Sc1nc(N)c(NC(=O)c2ccco2)c(=O)[nH]1)C(=O)O (centres undefined)
-5%	17%	CCOc1ccc(-n2ccc(=O)c(C(=O)Nc3ccc(S(=O)(=O)Nc4nccs4)cc3)n2)cc1
-27%	15%	CCC(C)NC(=O)C1CCC(CNS(=O)(=O)c2ccc3c(c2)N(C(C)=O)CCO3)CC1 (centres undefined)
9%	18%	CCCc1nnc(NC(=O)CCC(=O)N2CCN(c3ccccc3)CC2)s1
-31%	1%	CN(C)c1ccc(/C=C(/NC(=O)c2ccccc2Cl)C(=O)NCCN2CCOCC2)cc1
-6%	-8%	Cc1cc(C(=O)NCC(=O)Nc2c(C)cccc2C)c(C)o1
7%	16%	CC(Oc1ccccc1Cl)C(=O)N1CCCN(C)CC1 (centres undefined)
1%	6%	CC1CCCCC1NC(=O)C1CCC(CNS(=O)(=O)c2ccc(F)cc2)CC1 (centres undefined)
-2%	11%	C/C(=N\NC(=O)c1cc(-c2ccc(C)s2)[nH]n1)c1ccncc1
20%	11%	CC(C)(C)Nc1ncnc2sc(-c3ccccc3)cc12
-12%	-15%	Cc1[nH]ccc(=O)c1Cc1c(Cl)cccc1Cl
-4%	2%	CCc1nnc(NC(=O)CSc2ccc(Cl)cc2)s1
24%	10%	COc1cccc(-c2cc(C(=O)N3CCN(C(=O)c4ccco4)CC3)on2)c1
20%	-9%	O=C(CSc1nnc(CNC(=O)c2ccccc2)o1)NCc1ccc2c(c1)OCO2
-19%	16%	CSCC[C@H](NC(=O)c1cccs1)C(=O)N1CCC2(CC1)NCCc1[nH]cnc12
-27%	3%	COc1ccc(CN2CCNC(=O)C2CC(=O)NCCCC2CCCC2)c(C)c1C (centres undefined)
-23%	14%	CCCn1c(SCC(=O)NCC)nc2sc3c(c2c1=O)CCC3
14%	12%	COC(=O)Cn1cnc2scc(-c3ccc(C)cc3)c2c1=O
12%	7%	COc1ccc(N2CCN(c3nc(C)c(C)c(=O)[nH]3)CC2)cc1
-11%	-17%	CC1=NN(C(C#N)c2ccc(F)cc2)C(c2ccccc2)C1 (centres undefined)
-17%	-8%	COc1ccc(C(=O)NC2CC3CCCC(C2)N3CC(C)C)cc1 (centres undefined)
-23%	-1%	Cc1ccc(NC(=O)[C@H](NC(=O)[C@@H]2Cc3ccccc3CN2)c2ccccc2)c(C)c1
1%	0%	CC(=O)Nc1ccc(S(=O)(=O)N2CCN=C2SCc2cccc(C)c2)cc1
-8%	-1%	C=CCOc1cccc(/C=N/NC(=O)CN2CCCCC2)c1
-47%	-17%	Cc1cccc(-c2noc(CN(C)C(=O)c3ccco3)n2)c1
2%	0%	COc1ccccc1C(CNC(=O)c1ccc(NS(=O)(=O)c2ccc(F)c(C)c2)cc1)N(C)C (centres undefined)
-2%	13%	Cc1ccc(CCNS(=O)(=O)c2ccc3c(c2)N(C)CCO3)cc1
-22%	14%	CCOc1ccc(S(=O)(=O)N(C)CC(=O)NCc2ccco2)cc1
27%	-7%	COc1ccc(/C=C2\Sc3ccc(C(=O)NC4CC4)cc3N(C)C2=O)cc1OC
-9%	-4%	CC1c2cc3c(cc2CCN1CC(=O)Nc1ccc(S(=O)(=O)N2CCCC2)cc1)OCCCO3 (centres undefined)
-4%	14%	COCc1nnc(NC(=O)C2CCN(C(=O)c3ccco3)CC2)s1
-3%	19%	CN1CCN(c2nc(-c3ccccc3Cl)nc3ccccc23)CC1
-34%	8%	Cc1cccc(NC(=O)C2C3C=CC4(O3)C2C(=O)N(CCCN2CCCC2)C4C(=O)NC2CCCC(C)C2C)c1 (centres undefined)
-1%	7%	O=C(O)CN1C(=O)C(=O)N(Cc2c(F)cccc2Cl)C1=O
23%	10%	O=C(Nc1ccccc1)c1ccccc1OCc1ccc(F)cc1
-11%	0%	CC(C)c1ccc(S(=O)(=O)N2CCN(C(=O)C3CCCC3)CC2)cc1
-16%	9%	O=C(NCCCc1ccncc1)C1CCC(=O)N(CCc2cccc(F)c2)C1 (centres undefined)
-36%	-2%	O=C(OCc1nnc(-c2ccc(Br)cc2)o1)c1ccco1
-28%	1%	CC1CC(C)CN(S(=O)(=O)c2ccc3oc(=O)ccc3c2)C1 (centres undefined)
-2%	-8%	Cc1cc(-c2ccc(C)c(S(=O)(=O)N3CC(=O)Nc4ccccc43)c2)on1
-15%	22%	COCCC(=O)Nc1c(-c2ccccc2)c2cc(Br)ccc2[nH]c1=O
-10%	-4%	Cc1cc(C)cc(-n2ncc3c2CCCC3NC(=O)CCCn2cncn2)c1 (centres undefined)
-13%	-4%	OC1CCCN(CC(O)COC(c2ccc(F)cc2)c2ccc(F)cc2)C1 (centres undefined)
-17%	1%	COc1ccc(NC(=O)CN(C)S(=O)(=O)c2ccc3c(c2)CC(C)N3C(C)=O)c(OC)c1 (centres undefined)
-14%	11%	CN1C(=O)C(C)(C)c2cc(S(=O)(=O)NCC3CCC(C(=O)NCc4ccccc4)CC3)ccc21 (centres undefined)
-24%	30%	O=C(NC(=S)NNC(=O)c1ccccc1O)c1cccs1
-20%	-8%	CC(C)c1ccc(NC2CCCN(C(=O)CCN3CCCCC3=O)C2)cc1 (centres undefined)

A draw from above in order of length of the SMILES, lowest first:
NOD1 inhibition	NOD2 inhibition	SMILES
14%	12%	COC(=O)Cn1cnc2scc(-c3ccc(C)cc3)c2c1=O
-17%	-8%	COc1ccc(C(=O)NC2CC3CCCC(C2)N3CC(C)C)cc1 (centres undefined)
-22%	14%	CCOc1ccc(S(=O)(=O)N(C)CC(=O)NCc2ccco2)cc1
-16%	9%	O=C(NCCCc1ccncc1)C1CCC(=O)N(CCc2cccc(F)c2)C1 (centres undefined)
-34%	8%	Cc1cccc(NC(=O)C2C3C=CC4(O3)C2C(=O)N(CCCN2CCCC2)C4C(=O)NC2CCCC(C)C2C)c1 (centres undefined)

More records
NOD1 inhibition	NOD2 inhibition	SMILES
-4%	-14%	COc1ccc(C2CC(c3ccc(OC)c(OC)c3)=NN2C(=O)c2ccccc2)cc1 (centres undefined)
-70%	4%	COc1cc2c(cc1OC)C(c1ccccc1O)NCC2 (centres undefined)
6%	-4%	Cc1ccn2cc(-c3cccc(NC(=O)CCC(=O)O)c3)nc2c1
13%	15%	CCc1occc(=O)c1Oc1cc(NN2CCCCC2)c([N+](=O)[O-])cc1[N+](=O)[O-]
-32%	-8%	COc1ccc(C(C(=O)NC2CCCC2)N(C(=O)c2ccco2)c2cc3c(cc2C(C)=O)OCO3)cc1OC (centres undefined)
-6%	4%	COc1ccccc1C(=O)N1C(CC(=O)Nc2ccc(C)c(C)c2)C(=O)NC2CCCCC21 (centres undefined)
-30%	2%	COc1ccc(C(=O)N2CCOC2CNC(=O)C(=O)NCCc2ccc(OC)c(OC)c2)cc1 (centres undefined)
-13%	4%	COc1ccccc1C(CC(=O)O)c1ccc2c(c1)OCO2 (centres undefined)
-4%	-14%	CN(C)C(=O)c1cc(C(=O)c2ccc(F)cc2Cl)c[nH]1
-4%	7%	COC(=O)c1ccc(NC(=O)CCC(=O)c2ccc(F)cc2)cc1
16%	18%	COc1ccc(C)cc1S(=O)(=O)N1CCc2ccccc2C1
-8%	7%	COc1cccc(NC(=O)Cn2c3ccccc3c3nc4n(c(=O)c32)CCCS4)c1
-25%	-3%	Cc1cccc(OCC(O)Cn2ccnc2C)c1 (centres undefined)
9%	25%	CCOc1ccc(S(=O)(=O)N2CCC(C(=O)N3CCCC3)CC2)cc1C
-20%	11%	CC(C)Cc1nnc(NS(=O)(=O)c2ccc([N+](=O)[O-])cc2)s1
-37%	-19%	CC(C)(C)c1ccc(C(=O)Nc2cccc(-n3cnnn3)c2)cc1
-18%	4%	O=C(NC1CCCCC1)c1ccc(CS(=O)(=O)c2ccc(Cl)cc2)o1
-22%	8%	CN(C(=O)CC1C(=O)NCCN1Cc1ccccc1F)C1CCOCC1 (centres undefined)
-23%	6%	COc1cc(CN2CCCN(C)CC2)cc([N+](=O)[O-])c1O
28%	3%	Cc1cccc(C)c1NC(=O)CN(C1CCCCC1)S(C)(=O)=O
2%	-4%	Cc1ccc(S(=O)(=O)N2CCCOC2CNC(=O)C(=O)NCc2ccccn2)cc1 (centres undefined)
-16%	3%	CCN(CC)C(=O)CSc1nc2cc(S(=O)(=O)N3CCOCC3)ccc2n1CC
16%	5%	O=C1NC(=Nc2ccccc2Cl)SC1(CO)CO
42%	-3%	CC(C)(C)C(=O)NC1CC2CCCC(C1)N2C(=O)Nc1ccc(Cl)cc1 (centres undefined)
-29%	8%	Cc1cccc(N2CCN(S(=O)(=O)c3ccc4c(c3)CCCN4C(=O)C3CCC3)CC2)c1C
-18%	-9%	CCOc1ccc(N(C(=O)c2snc(C(N)=O)c2N)C(C(=O)NC2CCCC2)c2ccncc2)cc1 (centres undefined)
-22%	1%	O=C(c1cccc(S(=O)(=O)N2CCCCC2)c1)N1CCN(c2ccccc2)CC1
-26%	0%	Cc1ccc(-c2nnc(COC(=O)c3cccs3)o2)cc1
-2%	3%	O=C(O)C1CN(C(=O)c2ccccc2)c2cc(Cl)ccc2O1 (centres undefined)
-38%	-72%	COc1cccc(Nc2nc(-c3cccnc3)cs2)c1
6%	-2%	Cn1c(-c2ccccc2)cnc1NCc1cc(Cl)ccc1O
-13%	-18%	Nc1nonc1-n1nnc(C(=O)N/N=C/c2c(Cl)cccc2Cl)c1CN1CCOCC1
-41%	7%	Cc1ccccc1OCCN1CCCC1
-58%	-36%	Cc1ccc(NC(=O)C(=O)c2ccc(C)cc2)cc1
-30%	10%	CCCn1nnnc1NCc1ccc(N(C)C)cc1
-15%	32%	CCN(C(=O)CCN1C(=O)S/C(=C\c2ccccc2)C1=O)C1CCS(=O)(=O)C1 (centres undefined)
2%	11%	CC(=O)c1ccc(NC(=O)Cn2cnc(S(=O)(=O)N3CCCC3)c2)cc1
-18%	19%	CCOC(=O)[C@@H]1[C@H]2COc3cc(OC)ccc3[C@@H]2N2C(=O)N(c3cccc(F)c3)C(=O)[C@]12C
-12%	5%	CN(C(=O)CC(NC(=O)c1ccccc1Cl)c1ccccc1)c1ccccc1 (centres undefined)
-6%	7%	Cc1cc2c(cc1S(=O)(=O)Nc1cccc(C)c1C)OCC(=O)N2
-8%	10%	Cc1cc(C)c(S(=O)(=O)N2CCN(S(=O)(=O)N3CCC(C)CC3)CC2)c(C)c1
39%	5%	O=C(O)c1ccc(Oc2cc(Oc3ccc(C(=O)O)cc3)cc([N+](=O)[O-])c2)cc1
-15%	18%	O=C(CCNC(=O)C1CCN(S(=O)(=O)c2ccccc2)CC1)NCc1ccccc1Cl
-20%	8%	CCOC(=O)C(Cc1ccccc1)NC(=O)CCc1nnc2ccc(N3CCOCC3)nn12 (centres undefined)
-37%	-10%	COc1ccc(Cl)cc1N(C(=O)c1ccco1)C(C(=O)NC1CCCC1)c1ccncc1 (centres undefined)
-23%	-9%	CC(=O)Nc1ccc(C(=O)NNC(=O)C2CC2)cc1
-5%	3%	Cc1ccc(C)c(N2CCN(c3ccc([N+](=O)[O-])cn3)CC2)c1

An excerpt of these results, tab-delimited:
SMILES	NOD1 inhibition	NOD2 inhibition
Cc1cc(C)c(S(=O)(=O)N2CCN(S(=O)(=O)N3CCC(C)CC3)CC2)c(C)c1	-8%	10%
O=C(O)c1ccc(Oc2cc(Oc3ccc(C(=O)O)cc3)cc([N+](=O)[O-])c2)cc1	39%	5%
O=C(CCNC(=O)C1CCN(S(=O)(=O)c2ccccc2)CC1)NCc1ccccc1Cl	-15%	18%
CCOC(=O)C(Cc1ccccc1)NC(=O)CCc1nnc2ccc(N3CCOCC3)nn12 (centres undefined)	-20%	8%
COc1ccc(Cl)cc1N(C(=O)c1ccco1)C(C(=O)NC1CCCC1)c1ccncc1 (centres undefined)	-37%	-10%
CC(=O)Nc1ccc(C(=O)NNC(=O)C2CC2)cc1	-23%	-9%
Cc1ccc(C)c(N2CCN(c3ccc([N+](=O)[O-])cn3)CC2)c1	-5%	3%
